ADAM17 inh = ADAM17 inhibition, QFRET primary screen. P78536. recombinant ADAM17, EDANS/DABCYL FRET peptide cleavage. inhibition, % at 6.95 µM. 0.83% of 370,000 active. AID 720648;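 active = inhibition above the mean of compounds lying between control limits plus 3 SD, set per campaign, cut at about 8.5% in these data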;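 also: 0% = DMSO-only wells as the low control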
hgDAF-12 ag = activates the H. glycines DAF-12 receptor ligand-binding domain; 1.8% of 370,000 active; HEK293 GAL4-hgDAF12 UAS-luciferase reporter, agonist luminescence; normalized to butyrate control; activation, % at 6.8 µM; AID 687014;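 active = activation above a cutoff set at the mean of all screened compounds plus 3 SD, cut at about 10% in these data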;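 also: 0% = DMSO wells and 100% = sodium butyrate wells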
hcDAF12 agonist = activates DAF-12 receptor from parasite H. contortus; HEK293 hcDAF-12 lit1-tk-luc reporter, luminescence; 0% DMSO, 100% Δ7-dafachronic acid; activation, % at 6.8 µM; 1.4% of 370,000 active; AID 652067;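 active = activation above the mean of all tested compounds plus 3 SD, cut at about 5.5% in these data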;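 also: 100% = response to 3 µM Δ7-dafachronic acid high control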
PLCg1 inh = PLC-gamma1 (human) inhibition, primary screen | P19174 | purified PLC-gamma1, fluorogenic substrate, fluorescence | inhibition, % at 12.2 µM | 0.84% of 370,000 active | AID 720700; in the data active = inhibition above about 9.5%
Target sequence (P19174 whole entry, looked up): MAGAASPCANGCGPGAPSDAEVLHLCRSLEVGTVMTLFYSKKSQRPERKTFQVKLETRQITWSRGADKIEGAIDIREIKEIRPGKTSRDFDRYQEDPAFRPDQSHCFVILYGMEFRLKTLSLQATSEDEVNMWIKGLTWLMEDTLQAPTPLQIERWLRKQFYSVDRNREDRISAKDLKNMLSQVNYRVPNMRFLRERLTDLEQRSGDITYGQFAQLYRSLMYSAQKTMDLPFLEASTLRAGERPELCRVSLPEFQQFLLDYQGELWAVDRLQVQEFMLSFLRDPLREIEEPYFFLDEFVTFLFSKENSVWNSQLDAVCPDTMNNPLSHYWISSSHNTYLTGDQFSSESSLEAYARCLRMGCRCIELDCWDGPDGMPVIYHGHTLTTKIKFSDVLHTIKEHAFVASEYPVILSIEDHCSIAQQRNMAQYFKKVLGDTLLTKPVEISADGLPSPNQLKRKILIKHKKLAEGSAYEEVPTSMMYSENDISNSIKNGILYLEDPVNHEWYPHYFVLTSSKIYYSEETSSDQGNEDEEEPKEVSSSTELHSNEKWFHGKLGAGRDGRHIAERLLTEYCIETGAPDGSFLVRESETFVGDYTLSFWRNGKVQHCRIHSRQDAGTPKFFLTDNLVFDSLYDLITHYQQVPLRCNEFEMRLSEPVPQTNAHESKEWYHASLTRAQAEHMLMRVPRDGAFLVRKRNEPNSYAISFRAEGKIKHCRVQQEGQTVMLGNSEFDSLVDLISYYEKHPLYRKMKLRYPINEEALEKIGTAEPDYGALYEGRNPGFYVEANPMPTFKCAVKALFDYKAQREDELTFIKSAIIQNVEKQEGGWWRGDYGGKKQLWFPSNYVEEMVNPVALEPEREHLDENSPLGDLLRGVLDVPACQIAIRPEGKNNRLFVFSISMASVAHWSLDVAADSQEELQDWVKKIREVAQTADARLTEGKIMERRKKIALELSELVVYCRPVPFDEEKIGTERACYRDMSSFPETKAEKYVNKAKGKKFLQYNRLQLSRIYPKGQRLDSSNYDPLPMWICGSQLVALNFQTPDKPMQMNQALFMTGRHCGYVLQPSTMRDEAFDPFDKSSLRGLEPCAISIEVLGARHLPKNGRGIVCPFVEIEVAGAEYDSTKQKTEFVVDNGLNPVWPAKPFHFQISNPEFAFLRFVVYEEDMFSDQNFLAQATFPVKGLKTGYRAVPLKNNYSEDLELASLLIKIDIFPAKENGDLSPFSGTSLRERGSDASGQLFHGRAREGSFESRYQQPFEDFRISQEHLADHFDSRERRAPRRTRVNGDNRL
ADAM10 inh = inhibitors of human ADAM10; inhibition, % at 7 µM; recombinant ADAM10, EDANS/DABCYL FRET peptide cleavage, 3 h; O14672; 0.62% of 370,000 active;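 active = inhibition above a per-campaign cutoff equal to the mean of compounds falling between control-based bounds plus 3 SD, cut at about 20% in these data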;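 also: 0% = DMSO wells while the 100% control is not disclosed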
ssDAF12 agonist = activators of S. stercoralis DAF-12 nuclear receptor; HEK293 ssDAF-12/GRIP1 lit1-tk-luc reporter, luminescence; % of 3 µM dafachronic acid response; activation, % at 6.8 µM; 1% of 370,000 active;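 active = activation above the mean over all tested compounds plus 3 SD, cut at about 0.9% in these data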;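 also: 0% = DMSO-only wells and 100% = 3 µM delta7-dafachronic acid wells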
FXN GAA850 act = activators of GAA850 frataxin (FXN) promoter | HEK293 lucGAA850 FXN promoter luciferase reporter, 24 h; percent of 10 µM SAHA response | activation, % at 6 µM | 0.56% of 360,000 active;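 active = activation above the average of all compounds screened plus 3 SD, cutoff fixed separately per campaign, cut at about 7.5% in these data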;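 also: 0% = DMSO wells and 100% = 10 µM SAHA wells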
PLC-beta3 inh = blocks human PLC-beta3 enzyme activity. 0.18% of 370,000 active. Purified PLC-beta3, fluorogenic substrate, fluorescence. inhibition, % at 12.2 µM; in the data active = inhibition above about 11%;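 also: 0% = median of compound wells on plate and 100% = full blocker control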
DAX1 inh-1 = inhibits human nuclear receptor DAX1 | 0.99% of 340,000 active | P51843 | AID 504766 | HEK293 Gal4-DAX1 luciferase reporter, luminescence | inhibition, % at 6.75 µM;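 active = inhibition above the mean over all tested compounds plus 3 SD, cut at about 4.2% in these data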;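 also: 0% = DAX1-transfected cells with DMSO and 100% = empty-vector control cells with DMSO; inhibition shows as a rise in luminescence from relieved DAX1 repression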
DAX1 inh-2 = blocks DAX1 repression of SF-1 activated StAR promoter; HEK293T StAR-luciferase reporter, SF-1/DAX-1 repression relief; inhibition, % at 6.8 µM; 1.1% of 370,000 active; AID 652010;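 active = inhibition above the mean over all tested compounds plus 3 SD, cut at about 3.6% in these data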;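 also: 0% = DAX-1 cells with DMSO and 100% = cells lacking DAX-1 with DMSO; higher inhibition means more luminescence from relief of DAX-1 repression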
sPLA2-III inh = Inhibits HGIII-sPLA2 liposome hydrolysis, primary screen | Q9NZ20 | QFRET BODIPY PC-A2 liposome hydrolysis, fluorescence | inhibition, % at 12.2 µM | 0.56% of 370,000 active | AID 743126;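 active = inhibition above mean plus 3 SD of compounds lying within the high and low control bounds, cut at about 19% in these data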;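 also: 0% = median of test compound wells and 100% = no enzyme DMSO wells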
Numbers without * were called inactive; i = inactive; · = no result given.

SMILES | ADAM17 inh | hgDAF-12 ag | hcDAF12 agonist | PLCg1 inh | ADAM10 inh | ssDAF12 agonist | FXN GAA850 act | PLC-beta3 inh | DAX1 inh-1 | DAX1 inh-2 | sPLA2-III inh
Nc1ccc(CC(N)c2csc(Nc3nncc4ccccc34)n2)cc1 (configuration not stated) | -3.3 | -4.1 | -1.8 | -14.6 | -5.7 | -1.6 | -3.6 | -16.1 | · | -1.2 | 10.7
Cc1c(C(=O)O)nn(-c2cccc(C(F)(F)F)c2)c(=O)c1C#N | -21.3 | 0.9 | -0.2 | -116.7 | -49.9 | -0.9 | 1.6 | -143.9 | 0.5 | -0.3 | 5.2
CC1CC(C)CN(C(=O)c2ccc(S(=O)(=O)N3CCCCC3)cc2)C1 (configuration not stated) | 0.3 | -0.2 | 0.8 | 2.5 | -0.6 | -0.5 | -1.6 | -4.1 | 0.5 | 0.9 | -4.2
CN(C(=O)c1cccc(N2C(=O)C3CC=CCC3C2=O)c1)C1CCCCC1 (configuration not stated) | -5.5 | -1.8 | -1.0 | -11.3 | -1.8 | -1.5 | -0.7 | -10.7 | 0.1 | -0.5 | 4.8
CCOC(=O)c1c(S(=O)(=O)NCC(=O)Nc2ccc(C)cc2)c(C)n(C)c1C | -3.0 | -4.3 | 0.0 | 0.9 | -7.7 | -1.4 | -0.1 | -1.7 | 0.1 | -0.6 | -3.0
COc1cccc(-c2nc(CS(=O)CC(=O)NCc3ccccc3)c(C)o2)c1 (configuration not stated) | 0.1 | -2.1 | -0.8 | -2.3 | -11.1 | -1.6 | 0.7 | -1.6 | 0.7 | 0.2 | 2.7
N#C/C(=C\c1c(Oc2ccc(Cl)cc2)nc2ccccn2c1=O)C(=O)NC1CCS(=O)(=O)C1 (configuration not stated) | -123.9 | -1.1 | 1.8 | -189.4 | -300.1 | -1.0 | 3.6 | -267.5 | 0.1 | -0.4 | 1.7
COc1ccc(CNCCS(=O)(=O)NN2CCOCC2)cc1 | -3.8 | -0.4 | -2.1 | -0.2 | 2.0 | -1.2 | 0.5 | 0.4 | 0.1 | -0.4 | 0.9
CC(CC(=O)Nc1ccc(S(=O)(=O)Nc2ncccn2)cc1)c1ccccc1 (configuration not stated) | 4.7 | 2.4 | -0.3 | 4.5 | 8.6 | 0.0 | -0.5 | 3.1 | 0.3 | 1.1 | -2.3
Cn1c(NCc2ccc3occc3c2)nc2cc(-c3ccc(F)cc3)sc2c1=O | -1.7 | -0.7 | -1.4 | 2.2 | -0.2 | -1.5 | 0.9 | 3.4 | · | -1.1 | 0.8
O=C(Nc1ccc(Cl)cn1)c1cc2ccccc2o1 | 3.3 | 14.3* | 13.5* | 7.2 | 10.1 | 2.7* | 2.4 | 0.7 | 2.1 | 4.8* | 6.6
CCOC(=O)c1cnc(-n2nc(C)cc2C)nc1NCc1ccccc1 | -4.1 | -5.5 | 1.6 | -2.4 | -11.1 | -1.4 | 1.2 | -3.7 | -1.9 | -2.5 | 2.7
CCOc1cc(N2CCOCC2)c(OCC)cc1NC(=O)c1ccc(F)c(S(=O)(=O)N2CCOCC2)c1 | 1.9 | 2.1 | -0.8 | 4.9 | -16.0 | -0.4 | -2.5 | -0.1 | -0.7 | 1.2 | 8.3
C[C@H](O)[C@@H]1CN2CCc3ccc(N4CCOCC4)cc3[C@@H]2C[C@@H]1N(C)C(=O)c1ccco1 | -4.9 | 3.2 | -0.1 | -15.1 | -10.6 | -0.9 | · | -10.7 | · | -0.2 | 2.2
COc1cc(/C=C/CN2CCN(Cc3ccc(C)o3)C(CCO)C2)ccc1O (configuration not stated) | -1.8 | -0.7 | -0.5 | -0.5 | -5.0 | -0.4 | 2.4 | -1.6 | 0.3 | -0.1 | -10.0
CN(C(=O)CCc1nc2ccccc2s1)c1ccccc1 | -8.5 | 2.0 | -0.9 | -1.5 | 1.7 | -1.4 | 0.9 | -2.8 | -1.8 | -0.5 | 0.7
COc1ccc(N/C=C2\C(=O)CCc3c2oc2cc(Cl)c(O)c(Cl)c32)cc1 | -4.8 | 0.9 | 0.4 | -8.0 | -1.0 | -0.6 | 1.4 | -6.2 | 1.4 | 0.1 | -2.2
c1ccc(NC2=Nc3ccccc3CC2)cc1 | -0.6 | 3.0 | 1.5 | -2.4 | -2.5 | -0.9 | 2.1 | 1.5 | 1.4 | 0.6 | -2.8
Cc1ccc(-c2c(C(=O)O)c3ccccc3[nH]c2=O)cc1 | -15.9 | 2.7 | 2.4 | -8.2 | -46.4 | -0.7 | 1.6 | -14.8 | 0.2 | 0.1 | 2.9
CC(C)OC(=O)/C(=C\C=C\c1ccccc1)NC(=O)c1ccccc1 | 0.8 | -2.4 | 0.2 | 0.8 | -4.8 | -1.0 | 0.5 | -2.4 | -0.2 | 0.5 | -4.3
COc1cc(/C=N/NC(=O)c2ccc(CSc3nncn3C)cc2)cc(OC)c1O | 2.6 | 0.9 | -0.5 | -0.5 | -1.9 | -1.4 | 0.4 | -5.6 | 0.7 | -0.2 | 0.4
O=C(O)C1CCCN1S(=O)(=O)c1cc(Cl)ccc1Cl (configuration not stated) | -0.5 | 0.2 | -0.6 | 0.9 | -1.3 | -1.2 | 0.9 | 0.3 | 3.4 | 0.3 | 4.0
COc1ccc(NC(=O)NNC(=O)COc2ccc3cc(Br)ccc3c2)c(OC)c1 | -2.5 | 1.8 | -0.5 | 0.4 | -0.2 | -0.7 | 1.0 | -8.2 | 1.2 | -0.6 | -18.0
O=C(CN1CCCC1)N1CCCc2ccccc21 | -3.6 | 0.4 | 0.4 | -0.2 | -16.7 | -1.0 | 0.7 | -0.9 | 1.0 | -0.8 | 6.0
Cc1ccc(S(=O)(=O)Nc2ccc(C(N)=O)cc2)cc1[N+](=O)[O-] | -4.8 | -1.6 | -0.5 | -1.4 | -9.2 | -0.9 | 1.9 | 0.9 | 0.2 | -0.5 | 1.9
COc1cccc(CNC(=O)c2cccc(S(=O)(=O)N3CCN(C)CC3)c2)c1 | -3.0 | -1.6 | -1.6 | -0.6 | -9.7 | -0.7 | -0.5 | -4.3 | -0.6 | -0.3 | 4.0
CC(=O)NCCC(=O)Nc1cc(S(=O)(=O)N2CCOCC2)ccc1N1CCCC1 | -3.4 | 2.1 | -0.3 | -4.3 | 0.7 | -0.4 | 0.8 | -6.0 | -1.9 | -2.5 | 0.4
CC(CNC(=O)COC(=O)c1cccnc1Cl)c1ccccc1 (configuration not stated) | -2.8 | 5.0 | 1.4 | -1.8 | -7.3 | 1.2* | 2.0 | -7.7 | -1.0 | 3.1 | 6.2
CCC(=O)Nc1ccc2c(c1)OC[C@@H](C)NC[C@@H](C)[C@@H](OC)CN(C)C2=O | -0.4 | 1.6 | -0.8 | -0.1 | -2.8 | -1.0 | · | -2.9 | · | 0.3 | 2.8
Cc1cccc(NC(=O)/C(C#N)=C/c2ccc[nH]2)c1C | -2.2 | 7.2 | 4.5 | -1.9 | 4.3 | -0.2 | 3.1 | -6.9 | -0.1 | -0.9 | 1.6

Entries of single compounds from above. Order of screens: ADAM17 inh, hgDAF-12 ag, hcDAF12 agonist, PLCg1 inh, ADAM10 inh, ssDAF12 agonist, FXN GAA850 act, PLC-beta3 inh, DAX1 inh-1, DAX1 inh-2, sPLA2-III inh
CC(CNC(=O)COC(=O)c1cccnc1Cl)c1ccccc1 (configuration not stated) is listed with -2.8, 5.0, 1.4, -1.8, -7.3, 1.2*, 2.0, -7.7, -1.0, 3.1, 6.2
O=C(CN1CCCC1)N1CCCc2ccccc21 is listed with -3.6, 0.4, 0.4, -0.2, -16.7, -1.0, 0.7, -0.9, 1.0, -0.8, 6.0
CC(=O)NCCC(=O)Nc1cc(S(=O)(=O)N2CCOCC2)ccc1N1CCCC1 is listed with -3.4, 2.1, -0.3, -4.3, 0.7, -0.4, 0.8, -6.0, -1.9, -2.5, 0.4
Cc1cccc(NC(=O)/C(C#N)=C/c2ccc[nH]2)c1C is listed with -2.2, 7.2, 4.5, -1.9, 4.3, -0.2, 3.1, -6.9, -0.1, -0.9, 1.6

Later entries.
SMILES | ADAM17 inh | hgDAF-12 ag | hcDAF12 agonist | PLCg1 inh | ADAM10 inh | ssDAF12 agonist | FXN GAA850 act | PLC-beta3 inh | DAX1 inh-1 | DAX1 inh-2 | sPLA2-III inh
COC(=O)c1c(NC(=O)c2ccccc2C(=O)O)sc2c1CCC2 | -1.3 | 0.0 | 3.4 | -23.4 | 5.8 | -1.1 | -0.3 | -35.5 | 0.3 | -0.1 | 2.6
CCOc1ccccc1N(CC(=O)NC1CCCCC1)C(=O)CCC(=O)Nc1cc(C)ccn1 | 0.3 | 1.1 | -0.2 | 1.4 | -0.6 | -1.3 | 1.7 | -4.3 | 1.3 | -0.3 | -8.0
O=C(NCc1ccco1)c1cccn2c(=O)c3c4c(sc3nc12)CCCC4 | -4.0 | 3.4 | 1.5 | -91.9 | -12.2 | 0.3 | 5.5 | -101.3 | -1.4 | 0.2 | 1.9
COc1ccc(NC(=O)C2(C)CCN2Cc2ccccc2OC(F)F)cc1OC (configuration not stated) | -3.2 | -0.6 | -3.1 | -1.4 | -5.9 | -1.2 | 0.6 | 3.6 | · | -1.8 | 2.6
COc1ccc(/C=C/C(=O)Nc2ccccc2C(=O)O)cc1 | -0.6 | 14.0* | 6.2* | -4.2 | 2.9 | 0.4 | 0.4 | -9.7 | -2.3 | 5.2* | -5.4
O=C(NCCc1c[nH]c2ccccc12)C1CCC(Cn2c(=S)[nH]c3ccccc3c2=O)CC1 (configuration not stated) | 3.7 | -2.2 | -2.8 | 4.4 | 2.8 | -2.4 | -4.0 | 1.8 | -2.2 | -1.9 | -20.1
CC(=NC(C)C)C1=C(O)CCC1=O | 3.4 | -2.5 | -0.9 | 3.0 | 5.5 | -1.2 | -0.8 | 6.3 | -0.3 | -0.2 | 0.9
O=C(O)CCSC(=S)N1CCOCC1 | -0.9 | -3.7 | -1.5 | 2.6 | 4.7 | -1.8 | -0.6 | -7.2 | 1.2 | 0.1 | 1.7
N#CC1=C(N)Oc2cc3ccccc3cc2C1c1cccs1 (configuration not stated) | 2.9 | 3.7 | -0.2 | -5.8 | 9.6 | -1.1 | -2.1 | -13.1 | -0.2 | -0.9 | -21.6
CC(=O)Oc1cc2oc(=O)c3c(c2cc1Cl)CCC3 | i | 0.8 | -1.8 | i | i | -2.0 | -1.9 | i | 0.4 | 0.6 | 1.6
Cc1ccc(N(CC(=O)N/N=C/c2ccc(OC3CSC3)cc2)S(=O)(=O)c2ccccc2)cc1 | -1.7 | -0.3 | 0.7 | -4.5 | 0.9 | -2.0 | 0.4 | 1.9 | 1.1 | 0.0 | 0.5
Cc1ccnc(N2CCC(C(=O)Nc3ccc(Oc4ccccc4)cc3)CC2)n1 | -0.6 | 3.0 | -0.9 | -2.0 | 3.8 | -1.5 | 0.7 | 0.4 | -0.9 | 0.1 | 1.7
CCOc1cc(CNCCCN2CCOCC2)cc(Cl)c1OCC(=O)NC(C)(C)C | -2.8 | -1.1 | -1.9 | 4.7 | -5.3 | -1.0 | 0.5 | -5.8 | 2.1 | 0.1 | 10.2

From PubChem

No enrichment for hits; any-hit rate near 6.9%.
